High-throughput results deposited in PubChem by several laboratories.
Granule exo inh – blocks lytic granule exocytosis; inhibition, % at 10 µM; TALL-104 LAMP-1 surface exposure, flow cytometry; cells stimulated with thapsigargin and PMA; 360,000 tested, 0.66% active;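 active = inhibition above about 55%, limit read from the data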
aDG glyco up – increases alpha dystroglycan glycosylation. Pro5-aDG cells, alpha-DG glycosylation AlphaScreen (IIH6); 0% Pro5, 100% B10-LARGE cell signal. activation, % at 10 µM. 360,000 tested, 0.22% active;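 active = activation of at least 8% versus controls, or a plate z-score of at least 8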;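 note: Pro5 are CHO cells carrying HIG-tagged alpha-DG that lacks glycosylation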
Glyco luc inh – N-linked glycosylation inhibition | D54 ERlucT glycosylation luciferase reporter, 24 h; percent of 100 nM tunicamycin response | reporter increase, % at 12.5 µM | 360,000 tested, 0.23% active;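 active = mean luciferase reporter signal, scaled so untreated is 0 and the glycosylation-blocking control 100, at or above a set limit in every replicate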;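 note: luciferase carries N-glycosylation sites so blocking glycosylation raises the light; 0% = median of neutral control wells and 100% = median of 100 nM tunicamycin wells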
CaV13 ICDI inh – Primary screen for inhibitors of IQ motif and Ca2+-dependent inactivation inhibitor domain binding in CACNA1D, Förster resonance energy transfer in living cells, …; 340,000 tested, 0.098% active; inhibition, % at 12.3 µM; AID 743397; HEK cells, CFP/YFP FRET ICDI-IQ, plate reader, 10 min; percent FRET-ratio fall versus neutral wells;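 active = mean replicate inhibition of at least 30% and at least 1% of replicates passing that level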;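 note: 0% = median of the neutral control wells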
H9c2 protect – myocardial damage modulation in H9c2 cells; AID 588492; 360,000 tested, 0.63% active; protection from H2O2 cell death, % at 20 µM; H9c2 cardiomyocytes, H2O2 injury protection, ATPLite, 2 h;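 active = compounds giving at least 50% protection of heart cells from peroxide-induced death in the single-dose screen, raw or plate-pattern-corrected value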;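 note: 0% = DMSO wells with peroxide and 100% = DMSO wells without peroxide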
hiPSC survival – hiPSC single-cell survival enhancement | 360,000 tested, 0.044% active | survival enhancement, % at 20 µM | AID 602274 | ATPlite luminescence; 100% = ROCK inhibitor wells, 0% = DMSO; in the data active = survival enhancement above about 18%;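 note: cells exposed to compounds for 16 hours before the ATP read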
Vif imaging – inhibitors of HIV Vif. HEK293T cells, Vif self-association by quenched fluorescence, imaging, 24 h. inhibition, % at 7.49 µM. 340,000 tested, 0.35% active. AID 602346; in the data active = inhibition above about 50%, passing the limit was not always enough; note: some results filed as inactive read as strong as hits
m5-HT2A agonist – agonists of mouse serotonin 5-HT2A receptor (HTR2A). P35363. activation, % at 7.6 µM. CHO-K1 mHTR2A beta-arrestin complementation, luminescence; percent of 30 µM serotonin response. AID 624169. 360,000 tested, 0.66% active;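 active = activation above a run cutoff, the mean activation of all tested compounds plus 3 SD, cut at about 14% in these data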;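 note: 0% = plate median of compound wells and 100% = 30 µM serotonin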
Target sequence (P35363 whole entry, looked up): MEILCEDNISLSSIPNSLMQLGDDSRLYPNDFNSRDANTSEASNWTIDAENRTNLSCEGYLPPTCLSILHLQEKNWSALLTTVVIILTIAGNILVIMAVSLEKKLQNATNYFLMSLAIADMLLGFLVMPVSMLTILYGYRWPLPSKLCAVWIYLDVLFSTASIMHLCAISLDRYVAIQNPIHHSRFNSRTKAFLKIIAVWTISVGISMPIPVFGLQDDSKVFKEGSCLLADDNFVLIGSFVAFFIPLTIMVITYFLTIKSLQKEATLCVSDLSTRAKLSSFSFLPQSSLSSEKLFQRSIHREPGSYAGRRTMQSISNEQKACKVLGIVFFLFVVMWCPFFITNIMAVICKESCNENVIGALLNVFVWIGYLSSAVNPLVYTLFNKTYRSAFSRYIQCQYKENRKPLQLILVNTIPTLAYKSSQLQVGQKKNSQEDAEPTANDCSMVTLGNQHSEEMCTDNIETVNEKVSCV
ABCB6 inh MLPCN – blocks the human ABCB6 transporter | Q9NP58 | K562-ABCB6 porphyrin accumulation, flow cytometry, 1 h; hits give low values | fluorescence ratio to DMSO, % at 10 µM | 360,000 tested, 0.19% active | AID 602162;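 active = fluorescence ratio to DMSO below 75%, the collection mean minus 3 SD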;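 note: signal is porphyrin accumulated inside mitochondria; 100% equals median channel fluorescence of DMSO control wells; lower ratio means ABCB6 inhibition with less porphyrin fluorescence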
PDI turbidity – PDI (human) enzyme inhibition; P07237; 350,000 tested, 0.052% active; AID 588391; inhibition, % at 10 µM; PDI insulin aggregation turbidity, A650, 90 min;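 active = mean inhibition across replicates of 30% or more, whatever share of single replicates reach that level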;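 note: absorbance from insulin aggregation driven by PDI reduction with DTT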
Target sequence (P07237 whole entry, looked up): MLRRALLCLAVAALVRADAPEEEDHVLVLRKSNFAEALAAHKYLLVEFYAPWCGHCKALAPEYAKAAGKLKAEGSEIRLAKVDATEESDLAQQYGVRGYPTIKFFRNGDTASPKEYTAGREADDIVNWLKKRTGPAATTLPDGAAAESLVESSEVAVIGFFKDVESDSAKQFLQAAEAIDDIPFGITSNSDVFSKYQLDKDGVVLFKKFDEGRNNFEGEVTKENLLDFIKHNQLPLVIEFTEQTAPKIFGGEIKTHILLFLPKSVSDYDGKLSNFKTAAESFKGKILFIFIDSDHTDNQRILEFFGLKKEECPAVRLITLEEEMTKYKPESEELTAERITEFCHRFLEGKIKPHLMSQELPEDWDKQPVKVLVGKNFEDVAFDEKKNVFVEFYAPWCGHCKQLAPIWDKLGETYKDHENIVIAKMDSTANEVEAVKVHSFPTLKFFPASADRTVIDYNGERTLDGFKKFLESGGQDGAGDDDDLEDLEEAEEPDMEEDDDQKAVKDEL
An asterisk follows results filed as active; nt = no result given.

SMILES	Granule exo inh	aDG glyco up	Glyco luc inh	CaV13 ICDI inh	H9c2 protect	hiPSC survival	Vif imaging	m5-HT2A agonist	ABCB6 inh MLPCN	PDI turbidity
C#CCNC(=O)C1=C[C@H](c2ccc(Br)cc2)[C@@H](CCCO)[C@H](OCC)O1	-2.9	0.2	-1.3	-10.6	2.4	-0.7	-5.6	0.8	97.0	3.4
CCOC(=O)c1ccccc1NC(=O)COC(=O)CCC(=O)c1ccc(C)cc1	5.3	4.1	2.9	-13.2	-3.4	-0.2	18.8	-4.4	96.0	6.0
COc1ccc(-c2nc3ccccc3o2)cc1NC(=O)c1ccc(Br)o1	-1.0	0.5	-2.6	nt	3.6	0.4	-2.5	8.8	104.0	4.2
CC(C)(C)c1cc(C(=O)NNc2cc(C(F)(F)F)ccc2Cl)n(Cc2ccccc2)n1	16.9	0.2	-4.0	-4.3	-15.4	4.2	0.0	-2.1	95.0	-0.5
CS(=O)(=O)N1CC(C(=O)NC2CCCC2)Oc2ccc(Cl)cc21 (stereo not given)	0.7	-0.2	-1.8	-3.4	-3.1	10.8	-5.5	2.7	96.0	-2.0
Cc1cccc(NC(=S)N2CCN(S(=O)(=O)c3ccccc3)CC2)c1	2.7	-0.2	0.9	-6.3	0.0	-0.4	2.3	-7.7	98.0	0.6
O=C(Nc1cc(S(=O)(=O)N2CCCC2)ccc1Cl)c1cc(F)c(F)c(F)c1F	14.3	3.5	0.5	-7.1	1.4	-2.1	-3.5	5.0	99.0	7.6
Cc1nc(NC(=O)c2ccccc2)sc1-c1cc(C(=O)O)nn1Cc1ccccc1	-1.4	0.0	2.8	-4.7	0.0	-1.6	3.7	4.0	104.0	-5.1
CSCC[C@H](NC(=O)OC(C)(C)C)C(=O)N1CCC(C(=O)N[C@@H](C)C(=O)O)CC1	-1.2	-0.2	1.5	-8.6	2.8	2.3	6.6	2.0	90.0	-1.6
CCOC(=O)C1C(=O)CC(C)(O)C(C(=O)OCC)C1c1cccs1 (stereo not given)	-0.2	-0.1	1.2	-6.8	5.6	-2.1	-9.4	4.1	98.0	-2.4
Cc1cc(C(=O)NN=C2CC(=O)CC(C)(C)C2)c(C)o1	-0.3	0.1	2.7	-11.4	3.6	-3.4	3.0	-4.6	99.0	7.4
COc1ccc(C(=O)Nc2cccc(C(=O)NCc3ccco3)c2)cc1	-1.5	0.2	-1.3	5.4	-2.9	0.9	0.6	-2.3	98.0	-3.4
CCCCCCNC(=O)CCNS(=O)(=O)c1ccc(C)cc1	3.1	-0.2	-1.0	-3.6	4.4	1.1	4.2	2.2	100.0	2.1
Cc1ccc(-c2n[nH]c(S(C)(=O)=O)c2C#N)cc1	15.2	-0.2	2.2	-6.5	0.4	-0.6	-4.9	2.7	96.0	-1.1
CC(C)C[C@H]1CN(CCCC[C@H]2CNC(=O)C(=O)N2CC2CCCCC2)C(=O)C(=O)N1CCc1ccccc1	-6.8	0.1	nt	-7.1	nt	-0.2	nt	-0.7	101.0	nt

Three compounds already listed, arranged by molecular weight, largest number first:
SMILES	Granule exo inh	aDG glyco up	Glyco luc inh	CaV13 ICDI inh	H9c2 protect	hiPSC survival	Vif imaging	m5-HT2A agonist	ABCB6 inh MLPCN	PDI turbidity
O=C(Nc1cc(S(=O)(=O)N2CCCC2)ccc1Cl)c1cc(F)c(F)c(F)c1F	14.3	3.5	0.5	-7.1	1.4	-2.1	-3.5	5.0	99.0	7.6
C#CCNC(=O)C1=C[C@H](c2ccc(Br)cc2)[C@@H](CCCO)[C@H](OCC)O1	-2.9	0.2	-1.3	-10.6	2.4	-0.7	-5.6	0.8	97.0	3.4
COc1ccc(-c2nc3ccccc3o2)cc1NC(=O)c1ccc(Br)o1	-1.0	0.5	-2.6	nt	3.6	0.4	-2.5	8.8	104.0	4.2

Further entries follow.
SMILES	Granule exo inh	aDG glyco up	Glyco luc inh	CaV13 ICDI inh	H9c2 protect	hiPSC survival	Vif imaging	m5-HT2A agonist	ABCB6 inh MLPCN	PDI turbidity
CC12COC3(C(=O)Nc4ccccc4)CC1CCC32C (stereo not given)	-1.8	0.0	0.9	-1.9	-1.8	0.0	27.2	-2.1	92.0	0.6
O=C(Nc1ccc(C(O)c2ccccc2)cc1)[C@H]1C[C@H](O)[C@@H](CO)O1 (stereo not given in full)	3.2	-0.3	1.7	-4.6	-4.4	-1.8	5.7	-1.2	96.0	17.6
CCCCN1C(=O)CN(CCc2ccccc2)C(=O)C1c1ccc(OC)cc1 (stereo not given)	-6.8	0.3	2.1	-6.5	6.4	2.4	-0.6	-4.8	100.0	2.1
CC(=O)N1CCc2cc(Br)cc(S(=O)(=O)N3CCCCC3)c21	-7.0	-0.1	2.7	-6.6	-0.1	-0.2	-1.0	3.8	100.0	13.6
CC1CCN(c2c(NCC3CCC(C(=O)Nc4ccccn4)CC3)c(=O)c2=O)CC1 (stereo not given)	-1.9	-0.2	-1.5	-6.0	1.1	-0.4	-6.0	1.9	103.0	-6.3
c1ccc(C(c2nnnn2Cc2ccco2)N2CCN(C3CCCC3)CC2)cc1 (stereo not given)	0.6	-0.2	-2.4	-3.9	3.5	0.9	0.3	-7.6	90.0	-7.7
Cc1ccccc1Nc1nc(N)nc(COC(=O)c2ccc([N+](=O)[O-])o2)n1	1.1	0.1	0.6	-5.4	45.6	-3.2	11.9	-1.4	102.0	0.1
Cc1ccc(C(=O)N2CCCCC2)cc1S(=O)(=O)N1CCCC1	4.5	0.0	1.0	-4.9	4.2	-0.2	21.4	-1.7	100.0	0.5
COCCCNC(=S)N1CCN(S(=O)(=O)c2ccc(OC)cc2)CC1	-1.8	-0.2	-1.3	-0.8	-2.9	-1.1	-0.8	-0.2	101.0	4.8
COC(=O)[C@@]1(Cc2ccccc2)[C@H]2C(=O)N(C)C(=O)[C@H]2[C@H]2CN=C(SCc3ccc(C)cc3)N21	-4.4	0.0	-0.9	-4.8	4.4	1.5	-8.3	-3.8	97.0	-3.5
CN(C)C(=O)c1ccc(NS(=O)(=O)c2ccc3c(c2)OCCO3)cc1	15.3	-0.2	1.9	nt	-1.9	-0.4	2.8	-1.5	97.0	-8.9
CCCCC[C@H]1CCCCC[C@H](O)C[C@@H](O)[C@H](O)/C=C/C(=O)O1	2.3	0.3	nt	-7.1	nt	2.1	nt	10.8	121.0	nt
Cn1c(=O)c2c(nc(OC3CCCCCC3)n2C)n(C)c1=O	-1.4	0.1	-1.2	-8.7	-0.8	3.0	-3.1	-0.3	95.0	-10.1
CN(C)CCC#CC(O)(c1ccccc1)c1ccccc1	4.4	-0.2	2.7	-5.1	0.0	-1.5	4.0	8.1	95.0	-6.1
CCOC(=O)c1c(NC(=O)c2ccoc2C)sc2c1CCC2	0.3	0.0	-0.4	-5.4	-4.4	2.4	6.2	-0.4	95.0	-0.3
CCCN(CC(=O)Nc1ccccc1OC)C(=O)c1cccc(S(=O)(=O)NCc2ccccc2)c1	18.0	-0.2	1.7	nt	0.6	0.3	-12.2	7.1	101.0	2.4
CCS(=O)(=O)c1ccc2oc(Nc3ccc(OC)cc3)nc2c1	2.6	0.0	2.3	-3.0	1.7	0.4	-3.0	2.4	98.0	-5.9
COc1cccc2c1Oc1ncccc1N(C(=O)CCC(=O)NCc1ccc(C)cc1)C2	20.9	0.0	-0.3	-14.8	0.7	-0.6	-6.6	-5.6	96.0	-3.9
O=c1c2ccccc2nc(/C=C/c2ccc([N+](=O)[O-])cc2)n1CCCO	7.9	-0.1	0.9	-9.7	21.2	0.1	5.1	6.6	99.0	1.9
CSc1nc2c(ccc3ccccc32)o1	-0.2	-0.2	2.2	-3.3	-1.1	9.2	9.9	-0.2	102.0	0.2
COc1ccc(S(=O)(=O)N2CCOCC2)c(Cl)c1Cl	-5.4	-0.3	-2.0	nt	8.0	4.3	6.2	2.1	100.0	-4.9
O=C(c1ccc(CSc2ccc(Cl)cc2)cc1)N1CCOCC1	-2.8	1.0	-1.8	-4.8	-12.6	-1.9	-4.7	3.5	83.0	-5.0
C#CCOCCOCCOCCNc1nc(N2CCN(C(=O)CCCCCCCCCCNC(=O)[C@H](CCCCN)n3cc(C[C@@H](C)CC)nn3)CC2)nc(N2CCN(C(=O)CCCCCCCCCCNC(=O)[C@@H]([C@H](C)O)n3cc(C)nn3)CC2)n1	97.3*	-0.5	-23.0	nt	-11.3	-3.7	-3.9	1.9	95.0	12.2
COCCNC(=S)N1CCN(c2nc(-c3ccccc3)cs2)CC1	6.7	-0.1	-0.2	-2.4	-2.4	0.9	-2.8	0.8	108.0	-9.8
Cc1cccc(C)c1NC(=O)CN1CCN(C(=O)CNC(=O)Cc2cccc3ccccc23)CC1	1.0	0.1	-0.6	-5.3	4.2	-1.6	1.6	-2.4	101.0	-7.5
COc1cc(Br)c(C(C)NC(=O)c2ccc(C)cc2)cc1OC (stereo not given)	2.3	0.0	-0.6	-7.6	-4.2	-2.3	nt	-0.3	100.0	6.1
O=C(CSc1n[nH]c(-c2ccccc2)n1)Nc1ncc(Br)cc1Br	-3.6	0.2	-0.9	nt	4.2	2.9	nt	-0.2	101.0	-8.1
Nc1nccc(/C=C/c2c(F)cccc2Cl)n1	-1.9	1.3	0.6	-13.7	-9.0	1.9	-1.1	-6.1	111.0	-3.5
CCCC(=O)NCCCc1nc2ccccc2[nH]1	-2.3	0.1	-0.6	-6.8	6.9	0.4	-7.7	4.2	102.0	nt
COc1ccc(S(=O)(=O)NC(C)C)cc1C(=O)NC1CCCCC1	4.6	-0.2	-2.7	-5.5	-0.9	0.5	1.1	-0.4	101.0	2.0
c1ccc(C(c2nnnn2C2CCCC2)N2CCCCCC2)nc1 (stereo not given)	7.6	0.1	3.6	-4.5	3.4	1.3	3.9	2.1	100.0	7.8
CCOC(=O)c1ccccc1NC(=O)Cn1cnc2c(cnn2-c2ccc(F)cc2)c1=O	0.6	0.1	0.8	nt	-7.2	10.1	6.2	1.2	108.0	7.4
Cc1csc(=Nc2c(C)n(C)n(-c3ccccc3)c2=O)n1-c1ccccc1	-0.7	-0.4	-0.2	-5.5	2.0	-0.1	-3.9	-2.9	96.0	4.1
CCCCCCN=C(C)c1ccccc1O	-0.7	-0.2	-0.1	-14.4	2.1	0.0	2.4	6.6	95.0	0.8
CC(C(=O)Nc1cccnc1)N1C(=O)C2C3C=CC(C3)C2C1=O (stereo not given)	-0.5	-0.4	2.5	-4.9	2.0	2.3	9.0	0.6	108.0	-0.2
O=c1c(F)cn(C2CCCO2)c(=O)n1Cc1c(F)cccc1Cl (stereo not given)	3.9	0.0	-0.8	-3.1	6.3	-1.8	-1.0	0.1	101.0	-2.8
COc1ccc(NC(=O)C(C)Sc2nnc(C3CC3)n2C2CC2)cc1 (stereo not given)	-3.9	0.1	-0.3	-5.6	5.4	-0.4	-0.1	-7.4	98.0	-3.5
CC(=O)N1CCN(c2ccccc2NC(=O)c2cccc3c(Cl)cccc23)CC1	-30.9	0.4	-3.1	-4.8	-4.5	-0.1	-6.7	-4.6	98.0	-22.8
Cc1ccc(NC(=O)[C@H](NC(=O)[C@@H]2Cc3ccccc3CN2)c2ccccc2)cc1	2.3	-0.5	0.3	-2.3	4.8	-0.2	-7.9	-9.6	110.0	1.2
COc1ccccc1CNS(=O)(=O)c1c(C)[nH]c(C)c1C(=O)N1CCCCC1	0.9	-0.2	0.5	-5.6	-4.5	-0.5	-2.5	9.5	97.0	4.2
COc1cc(/C=C/c2ccc3cccc(O)c3n2)c(Br)cc1O	-20.2	-0.6	-17.7	-5.8	33.7	1.0	-2.6	-1.8	134.0	-7.0
